Compound activity (PubChem)
a7 integrin act – qHTS for Activators of Integrin-Mediated Alleviation for Muscular Dystrophy. 350,000 tested, 0.064% active. alpha7betagal myoblasts, beta-gal FDG fluorescence, 48 h. Potency, µM (doses to about 38.3 µM), for the others: top-dose activation, most hits filed as activators;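 note: potency is the fitted concentration of half-maximal effect; 100% = response of the positive control SU9516; nearly all actives have a fitted effect of over 60% in size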
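alpha7betagal+/- myoblasts (passage 13, 250/well) treated 48 h at 37C with compounds at 1:260 dilution of DMSO stock. Lysed, then beta-galactosidase activity read as FDG fluorescence (ex 480/em 540) after 30 min, with pre-read for autofluorescence.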
ELG1 DNA repair – qHTS screen for small molecules that inhibit ELG1-dependent DNA repair in human embryonic kidney (HEK293T) cells expressing luciferase-tagged ELG1; HEK293T ELG1-luciferase reporter, luminescence, 16 h; DNA damage induced by 5-fluorouridine; Potency, µM (top dose mostly 46.1 µM), inactives show at the highest dose activity change, negative = inhibition, usual class: inhibitors; 330,000 tested, 2.3% active; AID 504467, 2011; note: potency is the fitted concentration of half-maximal effect; % is set by controls: 0 for no effect and ±100 for the full control effect; nearly all actives have a fitted effect of over 55% in size
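Overnight (16 hr) co-exposure of 2,000 cells/well to 5-fluorouridine and compound at 37 °C preceded detection. Luciferase was quantified via ONE-Glo luminescence; loss of signal denotes inhibition.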
PTAP TSG101 blk – qHTS Assay for Iinhibitors of HIV-1 Budding by Blocking the Interaction of PTAP/TSG101 | Fluorescence polarization, FITC-PTAP peptide / Tsg101 binding | Potency, µM (highest dose often 115 µM), inactives show at the highest dose activity change, negative = inhibition, usual class: inhibitors | 340,000 tested, under 10 active | Tumor susceptibility gene 101 protein (Homo sapiens), Q99816; active = well fitted inhibition curve with a large enough effect in the main read-out, with a control signal flat, not every such curve was filed as active; inconclusive = small, poorly fitted or top-dose-only effect, or effect the other way, or a change in a side signal; inactive = no such curve, though single readings can be large or run the other way; note: potency is the fitted concentration of half-maximal effect; % of control where 0% means no effect
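Steps: Tsg101 binding domain dispensed (10 uM final), compounds pinned in DMSO, FITC-labeled PTAP-motif peptide added (50 nM final); after 20 min binding at room temperature, polarization measured.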
Tb PFK inh – qHTS Assay to Find Inhibitors of T. brucei phosphofructokinase; ATP-dependent 6-phosphofructokinase (Trypanosoma brucei brucei), O15648; T. brucei PFK, ADP-Glo luminescence; Potency, µM (series often up to 57.5 µM), for the others: at the top dose activity, negative = inhibition, usual class: inhibitors; 330,000 tested, 0.17% active; AID 485367, 2010;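 note: potency is the fitted concentration of half-maximal effect; 0% = uninhibited 1x PFK enzyme wells and -100% = no-enzyme wells; nearly all actives have a fitted effect of over 60% in size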
Target sequence (O15648 whole entry, looked up): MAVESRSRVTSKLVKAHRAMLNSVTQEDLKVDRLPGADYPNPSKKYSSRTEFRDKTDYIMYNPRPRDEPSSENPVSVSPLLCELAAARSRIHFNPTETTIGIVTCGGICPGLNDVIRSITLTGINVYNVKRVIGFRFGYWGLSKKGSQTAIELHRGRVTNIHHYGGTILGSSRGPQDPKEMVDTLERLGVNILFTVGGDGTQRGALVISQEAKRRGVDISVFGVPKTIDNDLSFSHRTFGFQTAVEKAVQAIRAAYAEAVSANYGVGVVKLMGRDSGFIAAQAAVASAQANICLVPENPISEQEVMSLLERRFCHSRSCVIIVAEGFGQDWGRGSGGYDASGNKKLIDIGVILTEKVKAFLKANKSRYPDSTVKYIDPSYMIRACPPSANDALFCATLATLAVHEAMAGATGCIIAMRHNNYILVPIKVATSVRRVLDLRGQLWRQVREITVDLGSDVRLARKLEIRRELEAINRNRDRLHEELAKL
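Luminescent ADP detection (ADP-Glo, two-step: ATP depletion then ADP-to-ATP conversion for luciferase) reported PFK activity after 45 min room-temperature reaction of 1.25 nM enzyme with 0.5 mM F6P and 0.1 mM ATP at pH 8.0.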
TCR act – Activators of T cell receptors: qHTS campaign | primary human leukocytes, anti-CD3, IL-2 HTRF, 48 h | Potency, µM (doses to about 9.22 µM), for inactives: top-dose activation of IL-2 secretion, hits mostly activators | 330,000 tested, under 10 active; note: % of control where 0% means no effect
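Compounds are tested in HTS on primary human leukocytes co-incubated with a-CD3 beads for 48 hr. IL-2 output is measured by time-resolved FRET.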
AT treatment – qHTS Assay for Identifying a Potential Treatment of Ataxia-Telangiectasia | AID 485349, 2010 | 320,000 tested, 0.19% active | […] A-T fibroblasts, KAP-1 phosphorylation AlphaLISA; neocarzinostatin DNA damage 30 min before lysis | Potency, µM (highest dose often 57.5 µM), inactives show at the highest dose activation, hits mostly activators; note: potency is the fitted concentration of half-maximal effect; % of control where 0% means no effect; nearly all actives have a fitted effect of over 45% in size
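ATM-like activity read as KAP-1 phosphorylation via AlphaLISA donor/acceptor antibody pairs after lysis and 6 hr at 25C. Cells were ATM-null patient fibroblasts ([…], hTERT), dosed 60 min, then exposed to the DSB inducer NCS for 30 min.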
Eya2 inh – qHTS Assay for Inhibitors of the Phosphatase Activity of Eya2; Protein phosphatase EYA2 (Homo sapiens), O00167; recombinant Eya2, OMFP fluorescence dephosphorylation (OMFP is methylfluorescein phosphate); Potency, µM (titrated, usually from 76.9 µM), without a hit: top-dose activity, negative = inhibition, hits mostly inhibitors; 330,000 tested, 0.006% active; AID 488837, 2010; note: potency is the fitted concentration of half-maximal effect; % is set by controls: 0 for no effect and ±100 for the full control effect
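Eya2 protein (added as 0.2 uM solution) was preincubated with compound for 10 min at ambient temperature in 50 mM HEPES pH 7.5, 50 mM NaCl, 5 uM MgCl2, 0.05% BSA, 1 mM DTT. OMFP (added at 50 uM) then reacted 10 min; fluorescence read at 485/525 nm.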
TSHR antagonist – Antagonists of the Thyroid Stimulating Hormone Receptor: HTS campaign; TSHR-expressing cells, TSH-stimulated cAMP HTRF, 2 h; hits give low values; Thyrotropin receptor (Homo sapiens), P16473; 330,000 tested, 0.2% active; activity change, negative = inhibition, % at 11.5 µM;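 active = activity change below a set negative limit, meaning inhibition stronger than a set level, cut at about -70% in these data; inconclusive = activity change between two set negative limits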; note: % is set by controls: 0 for no effect and ±100 for the full control effect
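Freshly harvested TSHR cells receive pin-tooled compound, then EC80 TSH at 4nM final. After 2 hours at 37 deg C, antibody in lysis buffer and cAMP-d2 are added; 30 minutes at ambient temperature precede the HTRF read.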
BCR signal inh – qHTS Assay to Find Inhibitors of Chronic Active B-Cell Receptor Signaling. ABC-DLBCL IkBa-CBG/CBR reporter, luminescence ratio, 4 h. Potency, µM (highest dose often 46.1 µM), without a hit: top-dose ratio change, negative = lower green/red ratio, most hits filed as inhibitors. AID 493014, 2011. 340,000 tested, 0.05% active; active = well fitted inhibition curve with a large enough effect in the signal ratio, with a control signal flat, not every such curve was filed as active; inconclusive = small, poorly fitted or top-dose-only effect, or effect the other way, or a change in a side signal; the % refers to the signal ratio;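 note: potency is the fitted concentration of half-maximal effect; plate controls were basal doxycycline-induced cells for no effect and cells given 10 µM MG132 for full effect; MG132 reads +100%, hits lower the ratio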
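TMD8 human ABC-DLBCL cells with doxycycline-inducible IκBα–green luciferase fusion and unfused red luciferase, in 0.5% FBS medium; compounds up to 46 uM, 4 h at 37C. Green/red luminescence ratio, filter-overlap corrected, fitted to concentration-response curves.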
Mito fusion act – qHTS Assay for Small Molecule Inhibitors of Mitochondrial Division or Activators of Mitochondrial Fusion. 320,000 tested, 0.23% active. Potency, µM (doses to about 46.1 µM), for the others: top-dose growth rescue (activation), actives largely listed as activators. S. cerevisiae fusion-defective mutant growth rescue, CellTiterGlo 48 h;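 note: potency is the fitted concentration of half-maximal effect; % of control where 0% means no effect; nearly all actives have a fitted effect of over 45% in size; temperature-sensitive fusion mutants such as fzo1-1 at 37 °C on non-fermentable ethanol glycerol medium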
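Yeast fusion mutant, YPEG (non-fermentable carbon), compound, 48 h at 37C non-permissive; CellTiterGlo added, 10 min RT, luminescence read. Rescued growth = division inhibition.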
S-ASM inh – Inhibitors of Secretory Acid Sphingomyelinase (S-ASM): qHTS; Sphingomyelin phosphodiesterase (Homo sapiens), P17405; placental ASM, HMU-PC fluorogenic substrate, 60 min; Potency, µM (series often up to 57.5 µM), inactives show top-dose activity change, negative = inhibition, hits mostly inhibitors; 340,000 tested, 0.006% active; AID 504937, 2011; note: potency is the fitted concentration of half-maximal effect
Target sequence (P17405 47-631 limits assumed): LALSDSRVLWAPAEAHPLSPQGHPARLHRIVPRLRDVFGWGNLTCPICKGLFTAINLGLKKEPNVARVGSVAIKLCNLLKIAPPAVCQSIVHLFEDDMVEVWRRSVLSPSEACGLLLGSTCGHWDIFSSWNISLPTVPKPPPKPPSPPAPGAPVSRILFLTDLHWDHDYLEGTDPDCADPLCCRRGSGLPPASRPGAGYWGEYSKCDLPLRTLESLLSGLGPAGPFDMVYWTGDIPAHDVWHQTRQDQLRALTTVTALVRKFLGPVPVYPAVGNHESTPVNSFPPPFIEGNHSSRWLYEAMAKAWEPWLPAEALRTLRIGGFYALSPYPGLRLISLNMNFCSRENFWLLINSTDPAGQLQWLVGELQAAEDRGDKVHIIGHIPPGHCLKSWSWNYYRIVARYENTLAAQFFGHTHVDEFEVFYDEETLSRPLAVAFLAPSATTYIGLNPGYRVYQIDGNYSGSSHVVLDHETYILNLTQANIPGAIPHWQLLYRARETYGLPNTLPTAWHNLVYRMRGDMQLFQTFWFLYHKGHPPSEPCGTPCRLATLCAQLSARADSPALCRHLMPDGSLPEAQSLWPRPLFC
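Human placenta-derived ASM enzyme was preincubated with compound for 10 minutes at room temperature, then given fluorogenic substrate HMU-PC0 (9 uM final) for 60 minutes at 37 °C; a pH 10 stop preceded fluorescence reading at Ex 386/Em 447 nm.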
The depositor's hits bear a star; [ ] = dose if it differs, or a comment. Unless noted, calls come from the whole dose curve; as a rule, active = well fitted curve in the direction sought with a large enough effect; inconclusive = small, poorly fitted or top-dose-only effect, or another doubt; inactive = no such curve, though single readings can be large; an effect the other way counts as inactive or inconclusive. Hits appear at their usual frequency (roughly 3.2% active in at least one column).

Results for CC(=O)c1ccc(OCc2cc(C(=O)N3CCC(Oc4ccccc4C)CC3)no2)cc1 ?
a7 integrin act: -28.5%; ELG1 DNA repair: inconclusive; PTAP TSG101 blk: -6.7%; Tb PFK inh: -13.7%; TCR act: 0.9%; AT treatment: 14.4%; Eya2 inh: -22.5%; TSHR antagonist: -15.7; BCR signal inh: -16.6%; Mito fusion act: 14.3%; S-ASM inh: -10.8%

How did O=C(NNC(=O)C1CCC1)c1ccccc1F do in these assays?
a7 integrin act: -4.5%; ELG1 DNA repair: 8.9%; PTAP TSG101 blk: -1.5%; Tb PFK inh: 0.1%; TCR act: 3.2%; AT treatment: 1.1%; Eya2 inh: 7.1%; TSHR antagonist: 5.8; BCR signal inh: -4.7%; Mito fusion act: -2.4%; S-ASM inh: 1.5%

How did NNC(=O)c1cc(Cl)ccc1Cl do in these assays?
a7 integrin act: 7.3%; ELG1 DNA repair: -13.6%; PTAP TSG101 blk: -0.1%; Tb PFK inh: -0.4%; TCR act: 4.4%[46.1 µM]; AT treatment: 2.2%; Eya2 inh: 4.0%; TSHR antagonist: -3.5; BCR signal inh: inconclusive; Mito fusion act: 1.9%; S-ASM inh: 7.5%

What do the screens show for `O=C(NCc1cccnc1)C(=O)Nc1nc(-c2ccccc2)cs1`?
a7 integrin act: -18.7%; ELG1 DNA repair: inconclusive; PTAP TSG101 blk: -1.9%; Tb PFK inh: -6.1%; TCR act: 1.1%; AT treatment: -3.5%; Eya2 inh: 17.6%; TSHR antagonist: -1.2; BCR signal inh: inconclusive; Mito fusion act: 0.5%; S-ASM inh: -2.7%

What do the screens show for `CCC(=O)c1ccc(OCC(=O)OCC(=O)c2cc(C)n(CC3CCCO3)c2C)cc1` (stereo not drawn)?
a7 integrin act: 11.5%; ELG1 DNA repair: 7.3%; PTAP TSG101 blk: -1.8%; Tb PFK inh: -0.3%; TCR act: -0.2%; AT treatment: -0.9%; Eya2 inh: 7.2%; TSHR antagonist: -8.6; BCR signal inh: -6.3%; Mito fusion act: -1.5%; S-ASM inh: -0.3%

How did CC(C)(C)OC(=O)N[C@@H](Cc1ccccc1)C(=O)N1CCC(C(=O)N[C@@H](Cc2c[nH]c3ccccc23)C(=O)O)CC1 do in these assays?
a7 integrin act: -20.4%; ELG1 DNA repair: -16.9%; PTAP TSG101 blk: -1.0%; Tb PFK inh: 0.8%; TCR act: -5.2%; AT treatment: 0.5%; Eya2 inh: 0.1%; TSHR antagonist: -2.0; BCR signal inh: 5.2%; Mito fusion act: 10.5%; S-ASM inh: 5.1%

What do the screens show for `CCc1ccc(C(=O)NC(=S)Nc2ccc3c(c2)OCCO3)cc1`?
a7 integrin act: -12.6%; ELG1 DNA repair: inconclusive; PTAP TSG101 blk: 0.1%; Tb PFK inh: 11.6%; TCR act: 4.0%[46.1 µM]; AT treatment: -3.3%; Eya2 inh: -6.6%; TSHR antagonist: -9.4; BCR signal inh: -2.3%; Mito fusion act: -9.8%; S-ASM inh: 29.7%

Results for COc1ccc(CNC(=O)CN2CCN(S(=O)(=O)c3c(C)c(C)cc(C)c3C)CC2)cc1OC ?
a7 integrin act: 8.4%; ELG1 DNA repair: 7.3µM*; PTAP TSG101 blk: -8.4%; Tb PFK inh: 4.4%; TCR act: 4.1%; AT treatment: -9.0%; Eya2 inh: -7.9%; TSHR antagonist: 19.5; BCR signal inh: -10.7%; S-ASM inh: -1.5%

How did CN(Cc1cc(=O)n2ccsc2n1)C1CCCCC1 do in these assays?
a7 integrin act: 12.3%; ELG1 DNA repair: 12.8%; PTAP TSG101 blk: -3.7%; Tb PFK inh: 2.4%; TCR act: 2.9%; AT treatment: -2.5%; Eya2 inh: 2.4%; TSHR antagonist: 20.2; BCR signal inh: 4.9%; Mito fusion act: -1.9%; S-ASM inh: 7.8%

What do the screens show for `Cc1csc(=O)n1CCC(=O)OCC(=O)NCc1ccc(F)cc1`?
a7 integrin act: 0.8%; ELG1 DNA repair: 10.9%; PTAP TSG101 blk: -0.9%; Tb PFK inh: -6.1%; TCR act: 6.9%; AT treatment: -4.3%; Eya2 inh: -11.3%; TSHR antagonist: -1.9; BCR signal inh: -2.1%; Mito fusion act: -3.9%; S-ASM inh: 1.9%

Results for Cn1cc(CN2CCCC(C(=O)Nc3cccc(-c4cc5ccccc5[nH]4)c3)C2)cn1 (stereo not drawn) ?
a7 integrin act: -54.7%[inhibitor]; ELG1 DNA repair: 2.5%; PTAP TSG101 blk: 1.4%; Tb PFK inh: -2.6%; AT treatment: -13.9%; Eya2 inh: 1.7%; TSHR antagonist: -14.1; BCR signal inh: inconclusive; Mito fusion act: 0.9%; S-ASM inh: -22.1%

Results for Cc1cc(F)ccc1S(=O)(=O)N1CCCOC1CNC(=O)C(=O)NCc1ccc2c(c1)OCO2 (stereo not drawn) ?
a7 integrin act: -13.3%; ELG1 DNA repair: -11.3%; PTAP TSG101 blk: -0.7%; Tb PFK inh: 0.2%; TCR act: -0.5%; AT treatment: 1.0%; Eya2 inh: 6.0%; TSHR antagonist: -14.7; BCR signal inh: -0.2%; Mito fusion act: 3.4%; S-ASM inh: -0.9%

What do the screens show for `COc1ccc(N(CC(=O)Nc2ccccc2OC)S(=O)(=O)c2ccccc2)cc1Cl`?
a7 integrin act: inconclusive; ELG1 DNA repair: -18.0%; PTAP TSG101 blk: -3.1%; Tb PFK inh: 2.7%; TCR act: 1.4%; AT treatment: 4.2%; Eya2 inh: 7.7%; TSHR antagonist: -13.1; BCR signal inh: inconclusive; Mito fusion act: -2.0%; S-ASM inh: 2.3%

What do the screens show for `CC(=O)c1ccc(N2CCN(C(=O)Nc3ccc(F)cc3)CC2)cc1`?
ELG1 DNA repair: inconclusive; Tb PFK inh: -2.1%; AT treatment: -2.8%; Eya2 inh: 2.2%; TSHR antagonist: -25.7; BCR signal inh: 1.9%; Mito fusion act: -1.9%

How did O=C1CCCCC1S(=O)(=O)c1ccccc1 (stereo not drawn) do in these assays?
a7 integrin act: -4.5%; ELG1 DNA repair: -5.0%; PTAP TSG101 blk: 1.7%; Tb PFK inh: 3.0%; TCR act: -1.4%[46.1 µM]; AT treatment: -9.8%; Eya2 inh: 7.0%; TSHR antagonist: -3.0; BCR signal inh: -2.0%; Mito fusion act: -3.6%; S-ASM inh: 4.9%

How did CSc1ccccc1OCc1cc(C(=O)N(C)Cc2nonc2C)no1 do in these assays?
a7 integrin act: 15.6%; ELG1 DNA repair: inconclusive; PTAP TSG101 blk: 1.9%; Tb PFK inh: 1.2%; TCR act: 3.4%; AT treatment: -19.0%; Eya2 inh: 8.5%; TSHR antagonist: 17.9; BCR signal inh: -12.1%; Mito fusion act: 3.4%

What do the screens show for `CNC(=O)NC(=O)COC(=O)c1ccccc1OCc1ccccc1`?
a7 integrin act: -16.2%; ELG1 DNA repair: inconclusive; PTAP TSG101 blk: -1.4%; Tb PFK inh: -2.4%; TCR act: -4.4%; AT treatment: -4.1%; Eya2 inh: -12.7%; TSHR antagonist: -2.4; BCR signal inh: 2.1%; Mito fusion act: 5.3%; S-ASM inh: 6.7%

What do the screens show for `CCCCc1c(C)nc2nc(SCc3ccc(Cl)cc3)[nH]n2c1=O`?
a7 integrin act: -14.9%; ELG1 DNA repair: 2.5%; PTAP TSG101 blk: -6.8%; Tb PFK inh: 2.2%; TCR act: -3.9%; AT treatment: 43.5%; Eya2 inh: -10.3%; TSHR antagonist: -48.9; BCR signal inh: inconclusive; Mito fusion act: inconclusive; S-ASM inh: -21.6%
